Nrf2 block: inhibitors of Nrf2 signaling; Potency, µM (series often up to 46 µM), inactives show at the highest dose activity change, negative = inhibition, hits mostly inhibitors; actives 2.1% (n = 360,000); A549 ARE-Fluc reporter, luciferase luminescence, 18-24 h; note: potency is the fitted concentration of half-maximal effect; % is set by controls: 0 for no effect and ±100 for the full control effect; nearly all actives have a fitted effect of over 60% in size
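Reporter: ARE-Fluc in A549. Exposure: 18-24 h, 37 °C, 5% CO2, 5% FBS OPTI-MEM. Readouts: fluorescent cytotoxicity (CellTiter-Fluor), then luminescent Nrf2 signal after BugLite.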
A549 viability: kills or reduces viability of A549 cells in Nrf2 counter-screen; A549 ARE-Fluc cells, CellTiter-Fluor viability, 18-24 h; Potency, µM (highest dose often 46 µM), for the others: top-dose activity change, negative = cytotoxicity, most hits filed as inhibitors; AID 504648; actives 0.16% (n = 390,000); note: potency is the fitted concentration of half-maximal effect; % is set by controls: 0 for no effect and ±100 for the full control effect
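A549 ARE_Fluc cells in 5% FBS OPTI-MEM were exposed to compounds in concentration-response for 18-24 h at 37 deg C. Viability was read by CellTiter-Fluor fluorescence (Ex 405/Em 525) after 30 min, before the luciferase read.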
ATXN viability: viability counter-screen for ATXN expression inhibitors; S2 cells (HEK-293 line with an ATXN2-luciferase reporter) viability, CellTiter-Fluor protease fluorescence, 24 h; Potency, µM (titrated, usually from 56.7 µM), most hits filed as cytotoxic; actives 0.49% (n = 400,000); AID 651635; note: potency is the fitted concentration of half-maximal effect; nearly all actives have a fitted effect of over 40% in size
HepG2 tox: counter-screen for TGF-b inhibitors: cytotoxicity in HepG2 cells | AID 588856 | HepG2 CAGA-GFP viability, ATP luminescence, 18 h | actives 0.76% (n = 410,000) | Potency, µM (top dose mostly 46.1 µM), without a hit: at the highest dose activity change, negative = cytotoxicity, actives largely listed as cytotoxic; note: potency is the fitted concentration of half-maximal effect; some results filed as inactive show a strong effect at the top dose
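CellTiter-Glo luminescence gave cytotoxicity after 18 hours at 37 degrees C. The cells were HepG2 CAGA-GFP in 1% FBS DMEM, stimulated with 500 pg/mL TGF-beta after compound addition. %Activity was normalised to no-cell wells (complete cell-killing) and DMSO (no toxicity), and curves were fitted and classified.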
TGFb inhibitor: TGF-b pathway inhibition; HepG2 CAGA-GFP TGF-b/SMAD3 reporter, GFP fluorescence, 18 h; TGF-beta stimulated, 500 pg/mL final; Potency, µM (titrated, usually from 46.1 µM), without a hit: top-dose activity, negative = inhibition, usual class: inhibitors; actives 1.2% (n = 410,000); note: potency is the fitted concentration of half-maximal effect; % is set by controls: 0 for no effect and ±100 for the full control effect; nearly all actives have a fitted effect of over 65% in size
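First, reporter cells (HEPG2 CAGA-GFP) rested 2 h at 37 degrees C. Next, compounds were pinned in and TGF-beta added to 500 pg/mL final. After 18 h, GFP was imaged per cell and summed per well.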
MmCpn inh: M. maripaludis TRiC chaperonin inhibition; Potency, µM (top dose mostly 76.9 µM), for the others: top-dose activity, negative = inhibition, actives largely listed as inhibitors; purified Mm-Cpn ATPase, ADP Transcreener TR-FRET; actives 0.031% (n = 330,000); note: potency is the fitted concentration of half-maximal effect; % is set by controls: 0 for no effect and ±100 for the full control effect; nearly all actives have a fitted effect of over 80% in size
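Purified archaeal Mm-CPN (25nM final) preincubated 10 min at 37degC with compound, then 10uM ATP for 30 min at 37degC; ADP measured by HTRF Transcreener TR-FRET; buffer 30 mM TRIS pH 7.4, 100mM KCl, 5mM MgCl2, 1mM DTT.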
CCT modulator: modulators of cytosolic chaperonin (CCT/TRiC) activity; activity change, % (test concentration not listed), hits read low; AID 651819; purified chaperonin ATPase assay, HTRF ADP detection, 30 min; actives 0.3% (n = 360,000); in the data active = activity change below about -30%; note: % is set by controls: 0 for no effect and ±100 for the full control effect
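First, chaperonin was dispensed at 40 nM or 20 nM final depending on batch activity. Next, compounds were pinned at 76 uM and ATP added at 10 uM. After 30 min at 37 °C, ADP detection reagents ran 30 min at ambient temperature.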
Akt phos inh: inhibitors of Akt phosphorylation | activity change, % for hits at 50 µM | Neuro2A IGF-stimulated pAkt S473 HTRF, 20 min; hits give low values | actives 0.32% (n = 360,000); in the data active = activity change below about -80%; inconclusive = mostly about -51% to -80%; note: % is set by controls: 0 for no effect and ±100 for the full control effect
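Single-point screen (50 µM final compound) in Neuro2A cells stimulated 20 min with 6 nM IGF at 37 deg C. After lysis, Ser473-phosphorylated Akt read by HTRF (ex 330 nm, em 615/665 nm) as the 665/615 ratio.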
Nrf2 ARE act: activators of Nrf2 (ARE) signaling; AID 624171; Potency, µM (titrated, usually from 46.1 µM), for inactives: top-dose activation, hits mostly activators; AREc32 ARE-luciferase reporter (MCF7-derived line), luminescence, 24 h; actives 0.31% (n = 410,000); note: potency is the fitted concentration of half-maximal effect; % of control where 0% means no effect; nearly all actives have a fitted effect of over 65% in size
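Nrf2 activation is followed as ARE-luciferase induction in the AREc32 line after one day of compound treatment; luminescence is read with Steady-Glo.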
Starred values were filed as active, the others as inactive; i = inactive; ? = inconclusive; . = not tested or not shown; & = joins results of further samples; [ ] = remark or other dose. Unless noted, calls come from the whole dose curve; as a rule, active = well fitted curve in the direction sought with a large enough effect; inconclusive = small, poorly fitted or top-dose-only effect, or another doubt; inactive = no such curve, though single readings can be large; an effect the other way counts as inactive or inconclusive.

SMILES	Nrf2 block	A549 viability	ATXN viability	HepG2 tox	TGFb inhibitor	MmCpn inh	CCT modulator	Akt phos inh	Nrf2 ARE act
COc1ccc(Cl)cc1-c1cc(C(=O)Nc2ccc(C(C)(C)C)cc2)[nH]n1	.	.	?	-24%	20%	.	-1.2	i	4.2%
CCOc1ccccc1NC(=O)Nc1nnc(N2CCCC(C)C2)s1 (stereo not drawn)	-11%	14%	.	-18%	-21%	.	.	.	3.4%
Cc1ccc(C2N3CC4([N+](=O)[O-])CN2CC([N+](=O)[O-])(C3)C4(C)C)cc1 (stereo not drawn)	6%	-3%	i	-3%	1%	2%	-1.3	i	-0.6%
COc1cc(Cl)ccc1NC(=S)N(CCN(C)C)C(C)c1ccncc1 (stereo not drawn)	2%	9%	i	-53%	?	-1%	0.2	i	3.6%
C[C@]12CCC[C@H](O1)[C@H]([C@@H](O)c1ccccc1)O2	-5%	7%	i	-8%	-7%	3%	-2.0	i	-0.6%
O=c1cc(O)c(-c2ccccc2)c(Cl)[nH]1	0%	6%	i	-9%	-1%	-30%	-0.9	i	0.1%
COC(=O)CSc1nc(-c2ccccc2)cc(-c2ccco2)c1C#N	2%	-11%	i	-14%	1%	-11%	-2.6	i	?
CCOC(=O)N1CCC(Nc2c(NCCCN(CC)c3cccc(C)c3)c(=O)c2=O)CC1	-5%	0%	i	-9%	-4%	-2%	0.5	i	2.0%
COc1ccc(CC(=O)OCC(=O)c2ccc[nH]2)cc1	8%	9%	?	8%	4%	0%	1.5	i	-0.1%
O=C(O)CCCCCCNC(=O)c1cncc(O)c1	12%	2%	i	7%	-5%	3%[15.4 µM]	-1.6	i	-0.9%
COC(=O)c1ccc2nc(-c3ccc(Cl)cc3)c(Cc3ccsc3)n2c1	.	.	i	.	.	.	0.1	i	13%
CCCCOc1cccc(/C=N/NC(=O)c2csc(C)c2C)c1	11%	11%	i	-5%	0%	2%	0.5	i	-0.8%
C=C[C@@]1(C)CC(=O)[C@]2(O)[C@@]3(C)[C@@H](O)CCC(C)(C)[C@@H]3[C@H](OC(C)=O)[C@H](O)[C@@]2(C)O1	-22%	-13%	i	3%	-2%	.	-1.3	i	-0.7%
CN(C)CCCNc1nc2cc(-c3ccc(F)cc3)sc2c(=O)n1C	.	.	?	-85%	?	.	0.0	i	9.0%
COc1ccc(Cn2c(=O)[nH]c3cc(C(=O)N4CCN(c5ccc(C(C)=O)cc5)CC4)ccc3c2=O)cc1	-17%	-12%	i	-8%	10%	1%	-2.1	i	0.6%
CCC(C)NC(=O)c1cc(C)no1 (stereo not drawn)	-15%	3%	i	-15%	1%	-3%	-0.8	i	0.1%
CCc1nc(-c2ccc(-c3ccc(OC)cc3)nc2OC)no1	11%	-16%	i	-33%	2%	-4%	0.0	i	2.2%
COc1ccc(C(C)=O)cc1COc1ccc(Cl)cc1Cl	-20%	3%	i	-61%	?	-1%	-2.4	i	0.2%
Cc1cc(C)cc(OCC(=O)N(Cc2ccccc2)C2CCS(=O)(=O)C2)c1 (stereo not drawn)	-14%	-7%	i	5%	?	1%	-0.3	i	-0.8%
COc1ccc(-c2ccc(SCC(=O)NC3CCCC3)nn2)cc1OC	-8%	-5%	i	-17%	-6%	-2%	-1.6	i	6.3%
Cc1cccc(CC2CC(=O)N(c3ccc([N+](=O)[O-])cc3)C2=O)c1 (stereo not drawn)	?	-3%	i	-12%	0%	1%	-3.5	i	0.0%
Cc1ccc(-c2nc3c(C)cccn3c2Nc2ccccc2C)s1	?	3%	?	-44%	?	.	.	.	16%
CCc1cc(C(=O)NCC(c2ccco2)N2CCCCC2)sc1C (stereo not drawn)	0%	1%	i	-20%	3%	-9%	0.2	i	-0.3%
Cc1ccc(Cl)cc1Nc1nn2c(=O)c3ccc(C(=O)NC(C)c4ccccc4)cc3nc2s1 (stereo not drawn)	-11%	-9%	.	-10%	-25%	.	.	.	1.2%
CCCCn1c(N)c(N(CCOC)C(=O)c2cccc(S(=O)(=O)N(C)c3ccc(C)cc3)c2)c(=O)[nH]c1=O	-1%	-1%	i	-6%	-9%	-3%	-3.0	i	0.3%

3 of the entries above in order of the CCT modulator value, largest number first.
SMILES	TGFb inhibitor	MmCpn inh	CCT modulator	Akt phos inh	Nrf2 ARE act
C=C[C@@]1(C)CC(=O)[C@]2(O)[C@@]3(C)[C@@H](O)CCC(C)(C)[C@@H]3[C@H](OC(C)=O)[C@H](O)[C@@]2(C)O1	-2%	.	-1.3	i	-0.7%
COC(=O)CSc1nc(-c2ccccc2)cc(-c2ccco2)c1C#N	1%	-11%	-2.6	i	?
CCCCn1c(N)c(N(CCOC)C(=O)c2cccc(S(=O)(=O)N(C)c3ccc(C)cc3)c2)c(=O)[nH]c1=O	-9%	-3%	-3.0	i	0.3%

Results in Nrf2 ARE act, Akt phos inh and HepG2 tox (2 entries from above):
molecule | Nrf2 ARE act | Akt phos inh | HepG2 tox
COC(=O)CSc1nc(-c2ccccc2)cc(-c2ccco2)c1C#N | ? | i | -14%
CCOC(=O)N1CCC(Nc2c(NCCCN(CC)c3cccc(C)c3)c(=O)c2=O)CC1 | 2.0% | i | -9%

The results go on:
SMILES	Nrf2 block	A549 viability	ATXN viability	HepG2 tox	TGFb inhibitor	MmCpn inh	CCT modulator	Akt phos inh	Nrf2 ARE act
CC(C)CC(NC(N)=O)C(=O)OCC(=O)Nc1ccc(SC(F)F)cc1 (stereo not drawn)	-4%	2%	i	10%	-23%	-2%	-3.0	i	-0.5%
C=CCn1c(SCC(=O)Nc2ccc(Br)cc2)nc(O)c(CC)c1=O	6%	1%	i	-8%	-2%	0%	-1.5	i	-0.9%
CCN(CC)C(=O)C(=O)c1ccn(-c2c(C)csc2C(=O)OC)c1	7%	-3%	i	-28%	-7%	-3%	-1.6	i	-1.3%
Cc1ccc(NC(=O)C(=O)NCCc2sc(-c3ccc(Cl)cc3)nc2C)cc1C	.	20%	i	-21%	-8%	.	.	.	2.5%
CC1CCCN(C2(O)C(=O)Nc3ccc(Cl)cc32)C1 (stereo not drawn)	1%	-13%	?	-21%	0%	1%	-4.4	i	0.0%
Cc1ccccc1-c1nnc(-c2ccc(Cl)cc2)o1	?	1%	i	-25%	-7%	0%	0.0	.	4.3%
CC1(c2ccccc2)NC(=O)N(CC(=O)N(CC(=O)Nc2ccccc2C(F)(F)F)Cc2ccco2)C1=O (stereo not drawn)	2%	-2%	i	-21%	-16%	-2%	-1.0	i	-0.4%
O=C(NCc1ccccc1)c1csc2c1CCCCC2	-7%	8%	i	-20%	-5%	0%	-2.3	i	3.3%
O=C(COCc1cc(-c2cccs2)on1)N1CCN(c2ccccc2)CC1	?	2%	.	-11%	-4%	.	.	.	4.3%
CS(=O)(=O)c1ccc(Cl)c(NC(=O)COC(=O)CCN=C2NS(=O)(=O)c3ccccc32)c1	0%	1%	i	-19%	2%	4%	0.4	i	-0.2%
CCOC(=O)N1CCN(C(=O)c2ccc(N3C(=O)c4ccccc4C3=O)cc2)CC1	.	0%	i	4%	11%	3%	-1.7	i	-0.8%
O=C(Nc1cc(S(=O)(=O)N2CCOCC2)ccc1N1CCOCC1)c1c(F)cccc1Cl	-22%	11%	i	-33%	5%	-2%	0.9	i	0.2%
CC(OC(=O)c1ccc(Cl)nc1)C(=O)NC(C)(C)C (stereo not drawn)	-1%	0%	i	9%	0%	-1%	1.7	i	0.3%
OCC1CCCN(c2ncnc3scc(-c4ccccc4)c23)C1 (stereo not drawn)	11%	13%	i	-15%	0%	0%	-0.3	i	2.8%
CCc1nc2ccc(C(=O)NCCc3c[nH]c4ccccc34)cn2c1N(C)CCCc1ccccc1	.	.	?	-38%	?	.	-0.9	i	-0.3%[9.22 µM]
Cc1nc2nc(-c3cccnc3)[nH]n2c(=O)c1Cc1ccccc1	1%	-6%	i	6%	-10%	1%	-0.6	i	1.0%
Cc1cc(C)c([N+](=O)[O-])cc1-c1ccc(/C=N/NC(=O)c2nonc2N)o1	?	-13%	?	-23%	6%	2%	-1.3	i	1.8%
C=CCSc1nnc(Cn2c(=O)sc3ccccc32)n1C	-3%	-10%	i	5%	5%	3%	-0.6	i	-0.7%
COc1ccccc1C(=O)N/C(=C\c1ccccc1)C(=O)NC(C)C(=O)O (stereo not drawn)	?	-1%	i	12%	16%	2%	1.0	i	-0.4%
CN(C)C(CNC(=O)NC1CCCCC1)c1cccnc1 (stereo not drawn)	-4%	-5%	i	-2%	8%	1%	0.1	i	-0.2%
CCc1nn(CC(=O)NCCCc2ccccc2)c(=O)c2cc3cc(F)ccc3n12	8%&-10%	1%&1%	i	10%&7%	3%&3%	0%	-3.6	i	-0.4%&-0.7%
Cc1cccc(-n2cc(-c3ccccc3)c3c(NC(C)C)ncnc32)c1	.	6%	.	-16%	-32%	.	.	.	3.7%
O=C(CCC1CCCN(C(=O)CCC(F)(F)F)C1)NCc1ccc(F)c(F)c1 (stereo not drawn)	1%	3%	i	2%	?	0%	-3.1	i	3.7%
COc1ccc2c(c1OC)C(=O)OC2Nc1ccccc1S(=O)(=O)C(F)F (stereo not drawn)	10%	8%	i	-10%	-33%	0%	-3.1	i	0.0%
Cc1cccc(NC(=O)C2(c3ccccc3)CCOCC2)c1	-15%	-1%	i	15%	9%	-1%	-0.4	i	-0.5%
CCOC(=O)C1(Cc2cccc(Cl)c2)CCCN(CCO)C1 (stereo not drawn)	-8%	0%	i	-2%	20%	3%	-1.4	i	-0.5%
Cc1cccc(Oc2nc3c(c(=O)n(C)c(=O)n3C)n2C)c1C	3%	-4%	i	3%	-19%	.	.	.	0.3%
COc1ccc(CCNC(=O)COc2coc(CN3c4ccccc4CC3C)cc2=O)cc1OC (stereo not drawn)	?	-4%	i	-3%	-7%	0%	0.4	i	-0.4%
O=C(NCCCn1ccnc1)c1cc(C(=O)C2CCCCC2)c[nH]1	?	3%	i	-12%	14%	-1%	0.1	i	-0.7%
O=c1[nH]c(SCc2ccccc2F)nc2ccccc12	?	4%	i	0%	0%	-2%	2.1	i	1.6%
